# RNase H inhibition – RNase H inhibition, HIV 1 Gag Pol polyprotein, FRET biochemical assay, screening (AID 372); HIV-1 RT RNase H, FRET RNA/DNA substrate fluorescence; higher % means a stronger effect; one-dose inhibition, % at 10 µM; IC50 in µM for titrated hits; 100,000 tested, 0.77% active; in the data active = inhibition above about 50%
# Active calls of the source: *. Only part of the results is shown; rates above refer to the full screens.
SMILES,RNase H inhibition
Cn1c(CN(Cc2ccccc2)Cc2ccccc2)c(-c2ccccc2)c2cc([N+](=O)[O-])ccc21,14.0%
NC(N)=NS(=O)(=O)c1ccc(N/C=C\C(=O)c2ccc3ccccc3c2)cc1,23.0%
CCOc1ccccc1N(CC(=O)Nc1ccccc1Br)S(=O)(=O)c1ccccc1,4.0%
Cc1ccc(OCc2nnc(NC(=O)c3ccccc3C)s2)c(C)c1,14.0%
O=C(NC(=S)Nc1nc(-c2ccccc2)cs1)c1cccc(Br)c1,20.0%
Cc1cccc(C(=O)NNC(=O)c2ccc(C(C)(C)C)cc2)c1,2.0%
CCCc1ccc(OCC(=O)O)cc1,10.0%
COc1cc(/C=C2/C(=O)N(c3ccc(C)c(C)c3)N=C2C)cc(OC)c1O,15.0%
N#Cc1c2n(c3c(=O)n(Cc4ccccc4)cnc13)CCCC2,14.0%
Cc1c(NC(=S)Nc2ccc(Cl)cc2)c(=O)n(-c2ccccc2)n1C,8.0%
c1ccc(OCCCN2CCCC2)cc1,4.0%
Cc1ccc(C(=O)C(NC(=O)c2ccco2)Nc2ccc([N+](=O)[O-])cc2)cc1 (stereo not given),5.0%
Cc1ccc(/C=N/NC(=O)C2CC(=O)N(c3ccc(Cl)cc3)C2)cc1 (stereo not given),7.0%
C=CCC(CC=C)(NC(=O)/C=C/c1cccc([N+](=O)[O-])c1)c1ccccc1,3.0%
CCC(=O)Nc1sc2c(c1C(=O)Nc1cccc3ccccc13)CCCCC2,22.0%
O=C(Nc1c[nH]c(=O)[nH]c1=O)c1ccc2c(c1)C(=O)N(c1ccccc1-c1ccccc1)C2=O,5.0%
CCOc1cc([N+](=O)[O-])ccc1NC(=S)NC(=O)c1ccccc1,18.0%
COC(=O)c1cc(-c2ccc(/C=C3/NC(=S)NC3=O)o2)ccc1Cl,10.0%
O=C(Nc1ccccc1Cl)c1ccc(-n2cnnn2)cc1,8.0%
COc1c(Cl)cc(C(=O)Nc2cc(-c3nc4ccccc4s3)ccc2C)cc1Cl,13.0%
COc1ccc2c(C)cc(=O)oc2c1I,6.0%
Clc1ccc(/C=N/Nc2cc(N3CCOCC3)nc(N3CCOCC3)n2)cc1,23.0%
CCN(CC)c1ccc(/C=N/N2CCN(Cc3cccc4ccccc34)CC2)cc1,19.0%
CN(C)CCCN1C(=O)c2cccc3c(Br)ccc(c23)C1=O,19.0%
Cc1ccc(NC(=O)/C=C/c2ccccc2)cc1F,7.0%

# Next part, overlapping the part above by 5 compounds.
SMILES,RNase H inhibition
COc1ccc2c(C)cc(=O)oc2c1I,6.0%
Clc1ccc(/C=N/Nc2cc(N3CCOCC3)nc(N3CCOCC3)n2)cc1,23.0%
CCN(CC)c1ccc(/C=N/N2CCN(Cc3cccc4ccccc34)CC2)cc1,19.0%
CN(C)CCCN1C(=O)c2cccc3c(Br)ccc(c23)C1=O,19.0%
Cc1ccc(NC(=O)/C=C/c2ccccc2)cc1F,7.0%
Cc1nc([N+](=O)[O-])c(Sc2nc3ccccc3o2)n1Cc1ccccc1,40.0%
Cc1ccc(-n2[nH]c(C)c(C=Nc3cccc(C(=O)O)c3)c2=O)cc1,5.0%
CC(C)N1C(=O)/C(=C/c2cccc3ccccc23)SC1=S,29.0%
OC12CC3CC(C1)C1(NCCS1)C(C3)C2 (stereo not given),1.0%
Cc1onc(-c2c(F)cccc2Cl)c1C(=O)Nc1ccccc1F,9.0%
O=C(/C=C/c1ccccc1)NC(=S)Nc1ccc(Br)cn1,21.0%
COc1ccc(S(=O)(=O)Oc2ccc(C=C3C(=O)NC(=S)NC3=O)cc2)cc1,0.0%
CCOC(=O)/C(C#N)=C/c1ccc(-c2ccc([N+](=O)[O-])cc2Cl)o1,6.0%
CCOC(=O)C1=C(C)C2C3C(=O)N(c4cc(C)ccc4C)C(=O)C3C1(C)C1C(=O)N(c3cc(C)ccc3C)C(=O)C21 (stereo not given),14.0%
Clc1cccc(N2CCN(C3CCC(c4ccccc4)CC3)CC2)c1 (stereo not given),12.0%
O=C(Nc1cccc(Cl)c1)Nc1cccc2cccnc12,5.0%
O=C(Nc1ccc(Cl)c(-c2nc3ncccc3o2)c1)c1ccccc1,10.0%
O=C1CCCc2nc(-c3ccccc3)cc(-c3ccccc3)c21,21.0%
O=c1oc(-c2cccc(F)c2)nc2cc(Cc3ccc4c(=O)oc(-c5cccc(F)c5)nc4c3)ccc12,10.0%
Cc1ccc(Nc2nc(-c3cccc(N4C(=O)c5ccccc5C4=O)c3)cs2)cc1C,13.0%
CCSCCOC(=O)C1=C(C)NC(=O)NC1c1ccc(Br)cc1 (stereo not given),7.0%
COc1ccc(N(CC(=O)Nc2ccccc2C)S(C)(=O)=O)cc1Cl,0.0%
CCOC(=O)C(NC(=O)CC)C(O)c1cccc([N+](=O)[O-])c1 (stereo not given),10.0%
N/C(=N\OC(=O)c1ccc(Cl)cc1Cl)c1ccccc1,14.0%
COc1ccccc1NS(=O)(=O)c1ccc(F)cc1,0.0%
Cn1c(O)c(C=NC(CC(=O)O)C(=O)O)c(=O)n(C)c1=O (stereo not given),0.0%
CNC(=O)C(=O)Nc1ccc(F)cc1,16.0%
CCc1ccc(NC(=O)C(=O)NCC(O)c2ccccc2)cc1 (stereo not given),3.0%
Ic1ccc(-c2csc(Nc3cccc4ccccc34)n2)cc1,18.0%
COc1ccc(C/C(N)=N/OC(=O)c2cccc([N+](=O)[O-])c2)cc1,0.0%

# Looked up by structure from above:
SMILES,RNase H inhibition
CNC(=O)C(=O)Nc1ccc(F)cc1,16.0%
O=C1CCCc2nc(-c3ccccc3)cc(-c3ccccc3)c21,21.0%
OC12CC3CC(C1)C1(NCCS1)C(C3)C2 (stereo not given),1.0%
COc1ccc(N(CC(=O)Nc2ccccc2C)S(C)(=O)=O)cc1Cl,0.0%

# Carrying on:
SMILES,RNase H inhibition
O=C(Nc1c(C(=O)N2CCC(Cc3ccccc3)CC2)cnn1-c1ccccc1)c1cccc(F)c1,24.0%
COc1cccc(OC)c1C(=O)Oc1ccc(Br)cc1,8.0%
COc1ccc(OS(=O)(=O)c2cc(Cl)c(Cl)cc2Cl)cc1,31.0%
O=[N+]([O-])c1ccc(Cl)c(C=Nc2ccccc2Cl)c1,20.0%
CCOC(=O)c1c(-c2ccc(C)cc2)csc1NC(=O)C1CCCCC1C(=O)O (stereo not given),15.0%
CCc1cc2c(C)c(CC)c(=O)oc2cc1OCC(C)=O,0.0%
CN1C(=O)S/C(=C\c2c(F)cccc2Cl)C1=O,25.0%
CN1CCC(=NNC(=O)CSCc2ccccc2Cl)CC1,0.0%
CN1CCN(C(=O)c2nn3c(C(F)(F)F)cc(-c4ccc(F)cc4)nc3c2Cl)CC1,7.0%
O=C(Nc1ccc(Cl)cc1)Nc1nnc(-c2ccccc2Cl)s1,42.0%
Cc1cc(OC(C)C)nc(-c2ccccc2O)n1,0.0%
C/C=C/c1ccc(OCCOCCOc2cc(C)ccc2Cl)c(OC)c1,31.0%
CCOCCOC(=O)c1ccc(NC(=O)c2ccc(C(=O)C(=O)c3ccccc3)cc2)cc1,10.0%
CN(Cc1ccccc1)C(=O)c1ccc(Cl)cc1Cl,2.0%
CC(C)CCNC(=O)/C=C/c1ccccc1Cl,6.0%
Cc1cc(C)c(N2C(=O)CCC2=O)c(C)c1N1C(=O)CCC1=O,3.0%
O=C(COC(=O)C1CCCN1C(=O)OCc1ccccc1)c1ccc(-c2ccccc2)cc1 (stereo not given),14.0%
CCN(CC)c1ccc(NC(=O)c2cc([N+](=O)[O-])ccc2Cl)cc1,38.0%
CC1=C(C(=O)Nc2ccccc2Cl)C(c2ccccc2F)NC(=O)N1 (stereo not given),4.0%
Cc1ccc(S(=O)(=O)Nc2ccccc2C=Nc2ccccc2NS(=O)(=O)c2ccc(C)cc2)cc1,0.0%
COc1ccc(C(=O)O/N=C2/C(=O)N(C)c3ccccc32)cc1OC,5.0%
O=C(Nc1cccc(-c2cn3ccccc3n2)c1)c1cccc(Br)c1,18.0%
Cc1ccc2c(Cl)c(C(=O)NCc3ccccn3)sc2c1,20.0%
CCOC(=O)N1CCN(c2ccc(C(=O)c3ccc(OC)c(Br)c3)cc2F)CC1,2.0%
O=C1N(c2ccccc2)C2CS(=O)(=O)CC2N1c1ccc(Cl)cc1 (stereo not given),17.0%

# Next part
SMILES,RNase H inhibition
COc1cc(CN2CCN(Cc3cccc([N+](=O)[O-])c3)CC2)c([N+](=O)[O-])cc1OC,10.0%
COc1cc(/C=N/N2C(=O)C3C4C=CC(C4)C3C2=O)c([N+](=O)[O-])cc1OC (stereo not given),15.0%
Cc1ccc(OCC(=O)O/N=C(\N)c2ccccn2)c(Br)c1,11.0%
Cc1cccc(C(=O)Oc2ccc(Cl)c3cccnc23)c1,12.0%
CCOc1cc(/C=C(\C#N)C(=O)NC2CCCCC2C)ccc1OCC(=O)Nc1ccccc1 (stereo not given),8.0%
Cc1ccc(C)c(-c2csc(N)n2)c1,0.0%
CCOc1ccccc1/C=C1/C(=O)NN(c2ccccc2)C1=O,9.0%
CCOc1cc(CN2CCN(c3ccc(Cl)cc3)CC2)ccc1OC,1.0%
COc1cccc(/C=N/NC(=O)c2nc(-c3ccccc3)cc(-c3ccccc3)n2)c1O,4.0%
O=C1NN(c2cccc(Cl)c2)C(=O)/C1=C\C=C\c1cccc([N+](=O)[O-])c1,7.0%
CCOc1ccc(C(=O)NC(=S)Nc2ccc(I)cc2Cl)cc1Cl,8.0%
COc1ccc(OCCCOc2ccc(C=O)cc2)cc1,11.0%
Cc1cc(C)c(C=Nc2ccc(C#N)cc2)c(C)c1,16.0%
CCOC(=O)/C(=C\c1ccncc1)C(=O)c1cc(C(C)=O)c(Nc2ccccc2)s1,33.0%
Cn1cc(-c2nn(-c3ccccc3)cc2/C=N/NC(N)=S)c2ccccc21,26.0%
COc1ccc(C2(CNC(=O)c3ccc(F)cc3)CCCC2)cc1OC,8.0%
O=C(CCC(=O)OCCCC(F)(F)C(F)(F)F)Nc1ccccc1,0.0%
Cc1ccc(OCC(=O)Nc2ccc(NC(=O)c3ccccc3)c(Cl)c2)cc1C,14.0%
CCOc1ccc(-n2nc3ccc(NC(=O)COc4ccccc4C)cc3n2)cc1,7.0%
O=C(CC1c2ccccc2Oc2ccccc21)Nc1ccc(Cc2ccncc2)cc1,17.0%
COc1ccc(C(=O)Nc2cccc(NC(C)=O)c2)cc1OC,5.0%
COc1ccc(C(=O)NC(=S)Nc2ccc([N+](=O)[O-])cc2C)cc1Cl,18.0%
Cc1cc(Cl)cc(C)c1OCCOCCN1CCN(C)CC1,17.0%
Cc1ccccc1C(=O)Nc1ccc(-c2nc3ccccc3s2)cc1,14.0%
OC(CNCC1(c2ccccc2)CCCC1)COc1ccccc1 (stereo not given),7.0%

# Reformatted as tab-separated lines: two of the compounds above.
smiles	RNase H inhibition
COc1ccc(OCCCOc2ccc(C=O)cc2)cc1	11.0%
COc1ccc(C(=O)NC(=S)Nc2ccc([N+](=O)[O-])cc2C)cc1Cl	18.0%

# (continued)
SMILES,RNase H inhibition
Fc1ccccc1Cn1nnc(-c2ccccc2)n1,11.0%
Cc1cc(Cl)ccc1NC(=O)C(=O)N/N=C/c1cccc2ccccc12,0.0%
CCOC(=O)C1=C(C)N=c2s/c(=C\c3c(OC)ccc4ccccc34)c(=O)n2C1c1ccc(SC)cc1 (stereo not given),17.0%
COc1ccc(NC(=O)C(=O)NCCCN2CCOCC2)cc1,10.0%
Cc1ccc(OCC(=O)N/N=C\c2c(Br)cc(Br)c(O)c2Br)cc1,6.0%
COC(=O)c1ccc(/C=C2\SC(=NCc3ccccc3)N(Cc3ccccc3)C2=O)cc1,59.0%*
CCOc1ccccc1NC(=O)CSCc1ccc(Cl)cc1,19.0%
CC(=O)c1ccc(NC(=O)c2ccc(-c3ccc(Br)cc3)o2)cc1,12.0%
Brc1ccc(Nc2nc(-c3ccccn3)cs2)c(Br)c1,7.0%
COc1ccccc1N1C(=O)c2ccc(C(=O)Nc3ccc(O)cc3C)cc2C1=O,0.0%
CCOC(=O)C1=C(C)N=c2s/c(=C\c3cc4c(cc3C)OCO4)c(=O)n2C1c1ccc(OC)cc1 (stereo not given),8.0%
C(=N\Nc1nnnn1-c1ccccc1)/c1ccc2c(c1)OCO2,32.0%
Cc1ccccc1OCCOc1ccc(Cl)cc1C=NNC(=O)Nc1ccccc1,22.0%
O=C(c1sc2ccccc2c1Cl)N1CCN(c2cccc(C(F)(F)F)c2)CC1,13.0%
Cc1sc(/C=C(/C#N)C(N)=S)cc1Br,31.0%
CC1CCC2(CC1)C(C#N)=C1SCCCN1C(=O)C2C#N (stereo not given),3.0%
COCCCNC(=O)CN(c1ccc(OC)c(Cl)c1)S(C)(=O)=O,3.0%
Cc1nc2ccccc2n1CC(O)COc1ccc(C(C)C)cc1 (stereo not given),0.0%
C/C(=N/NS(C)(=O)=O)c1ccc2ccccc2c1,3.0%
COc1ccccc1C(=O)NCC(=O)N/N=C(\C)c1ccccc1,5.0%
COc1ccc(OCCNC(=O)c2ccc(C)cc2)cc1,0.0%
C=CCc1ccc(OC(=O)NC2CCCCC2)c(OC)c1,0.0%
CCOc1ccccc1C=NN1CCN(Cc2ccccc2)CC1,6.0%
Cc1ccc(N(CC(=O)Nc2ccccc2Cl)S(C)(=O)=O)cc1Cl,10.0%
CSc1ccc(C=Nc2cccc(C(N)=O)c2)cc1,4.0%

# The list continues.
SMILES,RNase H inhibition
COc1cccc(N2C(=O)CSC2=S)c1,8.0%
Cc1ccc(CNC(=O)c2cccc([N+](=O)[O-])c2C)cc1,13.0%
Cc1cc(/C=C2/NC(=S)NC2=O)c(C)n1-c1cccc(Cl)c1,35.0%
O=C1Nc2ccccc2C12NN=C(c1ccccc1)S2 (stereo not given),0.0%
COc1cccc(OCCCOc2ccc(F)cc2)c1,31.0%
CC1=C(C#N)c2nc(N)c(C#N)c(C)c2/C1=C\c1ccc(-c2ccc(C(=O)O)cc2)o1,3.0%
CC(C)(c1ccccc1)c1ccc(OCc2ccc(C(=O)O)o2)cc1,16.0%

# Already shown: four of the compounds above.
SMILES,RNase H inhibition
O=C1Nc2ccccc2C12NN=C(c1ccccc1)S2 (stereo not given),0.0%
COc1cccc(OCCCOc2ccc(F)cc2)c1,31.0%
CC1=C(C#N)c2nc(N)c(C#N)c(C)c2/C1=C\c1ccc(-c2ccc(C(=O)O)cc2)o1,3.0%
CC(C)(c1ccccc1)c1ccc(OCc2ccc(C(=O)O)o2)cc1,16.0%
